# uPA generation: blocks generation of uPA at the cell surface; cell surface uPA generation assay, qHTS; Potency, µM (doses to about 38.3 µM), for the others: at the highest dose activity change, negative = inhibition, actives largely listed as inhibitors; 330,000 compounds, 0.31% hits; AID 540303; active = well fitted inhibition curve with a large enough effect; inconclusive = small, poorly fitted or top-dose-only effect; inactive = no such curve, though single readings can be large or run the other way; tested in mouse RAW 264.7 cells; also: % is scaled to controls: 0 for no effect and ±100 for the full control effect; nearly all actives have a fitted effect of over 55% in size
# CXXC DNA block: blocks binding of human MLL CXXC domain to DNA | Q03164 | MLL-CXXC / FITC-HOXA9 DNA fluorescence polarization | Potency, µM (highest dose often 115 µM), without a hit: top-dose activity change, negative = inhibition, usual class: inhibitors | 290,000 compounds, 0.037% hits; active = well fitted inhibition curve with a large enough effect in the polarisation, with a control signal flat, not every such curve was filed as active; inconclusive = small, poorly fitted or top-dose-only effect, or effect the other way, or a change in a side signal; inactive = no such curve, though single readings can be large or run the other way; the % refers to the polarisation
#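 Purified MLL-CXXC (added from a 7 uM solution) was preincubated 5 min at ambient with pinned compounds in 50 mM Tris-HCl pH 7.5, 50 mM NaCl, 1 mM DTT, 0.05% BSA. Fluorescein-labeled HOX-A9 DNA (50 nM solution) followed, 30 min, then polarization read.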
# Rab9 promoter act: activates the Rab9 promoter; Huh7 Rab9 promoter-luciferase reporter, luminescence, 24 h; Potency, µM (titrated, usually from 9.22 µM), for the others: at the highest dose activation, negative = inhibition, usual class: activators; 320,000 compounds, 2.8% hits; also: % of control where 0% means no effect; nearly all actives have a fitted effect of over 60% in size
#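 Luminescence from Amplite-detected luciferase (10 minutes, ambient) reports Rab9 promoter activation. Before that, stable Rab9-luciferase Huh7 cells (1500/well, reduced-serum OP-MEM I plus 10% FBS) were exposed to compound for 24 hours at 37C.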
# ELG1 genotox: genotoxicity induction in ELG1-luciferase HEK293T cells. HEK293T ELG1-luciferase reporter, luminescence, 16 h. Potency, µM (doses to about 46 µM), inactives show top-dose activity change, positive = activation, usual class: activators. 330,000 compounds, 1.3% hits. AID 504466; also: % of control where 0% means no effect; nearly all actives have a fitted effect of over 60% in size
#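 After overnight (16 hr) compound treatment at 37 °C, ELG1-luciferase HEK293T cells were lysed with ONE-Glo; luminescence quantified 30 min later at room temperature.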
# MBNL1 CUG block: MBNL1-poly(CUG) RNA binding inhibition; Q9NR56; TR-FRET MBNL1-His/biotin-(CUG)12 binding, 665/545 ratio; Potency, µM (top dose mostly 57.5 µM), inactives show top-dose activity change, negative = inhibition, usual class: inhibitors; 280,000 compounds, 0.036% hits; active = well fitted inhibition curve with a large enough effect in the signal ratio, with a control signal flat, not every such curve was filed as active; inconclusive = small, poorly fitted or top-dose-only effect, or effect the other way, or a change in a side signal; inactive = no such curve, though single readings can be large or run the other way; the % refers to the signal ratio; also: % is scaled to controls: 0 for no effect and ±100 for the full control effect
# Target sequence (Q9NR56 whole entry, looked up): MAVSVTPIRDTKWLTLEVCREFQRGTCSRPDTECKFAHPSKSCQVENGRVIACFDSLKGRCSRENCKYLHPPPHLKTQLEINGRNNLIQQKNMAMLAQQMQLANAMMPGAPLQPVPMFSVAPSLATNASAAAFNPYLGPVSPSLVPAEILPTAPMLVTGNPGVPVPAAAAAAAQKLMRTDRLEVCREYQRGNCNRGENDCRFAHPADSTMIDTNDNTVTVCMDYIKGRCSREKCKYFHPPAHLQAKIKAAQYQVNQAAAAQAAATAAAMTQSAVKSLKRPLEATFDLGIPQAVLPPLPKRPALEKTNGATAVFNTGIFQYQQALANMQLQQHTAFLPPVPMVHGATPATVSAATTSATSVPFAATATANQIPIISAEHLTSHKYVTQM
#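 Ratiometric TR-FRET (665 over 545 nm, excitation 340 nm) tracks disruption of MBNL1-His/biotin-(CUG)12 complex after 60 min at room temperature, with compounds at 92 nM to 58 uM final.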
# BRCA1 expr up: activators of BRCA1 expression; MCF7-BRCA1-FFLuc reporter, luminescence, 48 h; response scale: scaled: vehicle 0%, 10 µM genistein 100%; 380,000 compounds, 1.1% hits; Potency, µM (doses to about 46.1 µM), without a hit: at the top dose activation, most hits filed as activators; also: nearly all actives have a fitted effect of over 80% in size; some results filed as inactive show a strong effect at the top dose
#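 MCF7-BRCA1-FFLuc, 2000 cells/well; 2 h attach, 37 °C/5% CO2; compound 48 h; luciferase substrate 15 min; luminescence end-point. Norm. to genistein 10 microM max activation and DMSO; concentration-response curves fitted.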
# p53 reactivation: re-activators of mutant p53 | Potency, µM (highest dose often 92.2 µM), for inactives: at the highest dose activity change, positive = activation, hits mostly activators | 320,000 compounds, 0.063% hits | H1299 p53-A138V BP100-luciferase reporter, luminescence, 24 h | AID 504706; also: % of control where 0% means no effect; nearly all actives have a fitted effect of over 45% in size
#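 p53-null H1299 cells stably carrying temperature-sensitive p53-A138V and a BP100-luciferase reporter were pinned with compounds (4-point, 1:5 series) and held 24 hrs at 37 deg C. Luminescence was read 10 min after detection reagent.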
# NPC1 promoter act: activates the NPC1 promoter; Huh7 NPC1 promoter luciferase reporter, 24 h; Potency, µM (titrated, usually from 9.22 µM), inactives show top-dose activation, actives largely listed as activators; 320,000 compounds, 2.4% hits; AID 485313;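 also: % of control where 0% means no effect; nearly all actives have a fitted effect of over 60% in size; reporter is driven by a mutant NPC1 promoter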
#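 In 1536-well qHTS, Huh7 cells harboring an NPC1 promoter–luciferase construct received compound for 24 h; activation was quantified by luminescence following luciferase reagent addition.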
# RORgamma inh: ROR gamma (mouse) transcription inhibition; P51450; Drosophila S2 Gal4-RORgamma UAS-luciferase reporter, 20 h; Potency, µM (titrated, usually from 53.6 µM), inactives show at the highest dose activity change, negative = inhibition, usual class: inhibitors; 310,000 compounds, 5.4% hits; AID 2551; also: % is scaled to controls: 0 for no effect and ±100 for the full control effect; nearly all actives have a fitted effect of over 60% in size
#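 ROR gamma transcriptional activity was tracked as Gal4-UAS luciferase output in stably transfected Drosophila Schneider cells, with compound added 1 hr before 700 uM copper sulfate induction and a 20 hr ambient-temperature incubation.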
# VP16 counter: counter-screen for ROR gamma inhibitors: Gal4-VP16 reporter; Drosophila S2 Gal4-VP16 UAS-luciferase, luminescence, 20 h; Potency, µM (highest dose often 53.6 µM), for inactives: at the highest dose activity, negative = inhibition, most hits filed as inhibitors; 310,000 compounds, 3.5% hits; AID 2546;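 also: Gal4-VP16 expression switched on by copper sulfate through the metallothionein promoter; % is scaled to controls: 0 for no effect and ±100 for the full control effect; nearly all actives have a fitted effect of over 50% in size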
# FLuc modulator: counter-screen for miR-21 project: firefly luciferase inhibitors or activators. P08659. purified FLuc, Km substrates, luminescence inhibition. Potency, µM (series often up to 57.5 µM), without a hit: at the highest dose activity change, negative = inhibition, usual class: inhibitors. 360,000 compounds, 6.9% hits;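 also: plate controls were vehicle for no effect and reference inhibitor for full effect; nearly all actives have a fitted effect of over 55% in size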
# Target sequence (P08659 whole entry, looked up): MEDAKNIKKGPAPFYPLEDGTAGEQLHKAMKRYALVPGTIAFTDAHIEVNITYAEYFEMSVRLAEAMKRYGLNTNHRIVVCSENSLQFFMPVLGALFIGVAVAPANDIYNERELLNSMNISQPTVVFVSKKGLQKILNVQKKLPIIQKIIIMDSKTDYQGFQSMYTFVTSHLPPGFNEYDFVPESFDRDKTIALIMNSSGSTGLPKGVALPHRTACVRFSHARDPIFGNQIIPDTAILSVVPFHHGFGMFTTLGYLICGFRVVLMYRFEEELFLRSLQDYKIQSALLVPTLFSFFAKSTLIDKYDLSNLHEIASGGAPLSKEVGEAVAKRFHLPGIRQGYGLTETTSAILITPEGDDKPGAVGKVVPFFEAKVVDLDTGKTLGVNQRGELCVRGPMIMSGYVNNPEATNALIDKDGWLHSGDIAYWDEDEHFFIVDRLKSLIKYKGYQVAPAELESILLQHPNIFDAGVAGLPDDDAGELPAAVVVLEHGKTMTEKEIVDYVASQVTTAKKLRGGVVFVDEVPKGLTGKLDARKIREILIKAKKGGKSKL
#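 Purified P. pyralis luciferase (10nM final) with 10uM D-luciferin and 10uM ATP (Km levels) in 50mM Tris acetate pH 7.5, 10mM Mg acetate, 0.01% Tween-20, 0.05% BSA; qHTS 6-point titration, ~60 µM downward; luminescence read.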
# * marks the source's active call; other numbers are inactive results; ? = inconclusive; . = not tested or not shown; [ ] = dose if it differs, or a comment. Unless noted, calls follow the shape of the dose curve; as a rule, active = well fitted curve in the direction sought with a large enough effect; inconclusive = small, poorly fitted or top-dose-only effect, or another doubt; inactive = no such curve, though single readings can be large; an effect the other way counts as inactive or inconclusive. Potency is read from the fitted curve at half-maximal effect. The list is partial; count on the stated rates, not on these rows.
# The line under a structure holds: uPA generation	CXXC DNA block	Rab9 promoter act	ELG1 genotox	MBNL1 CUG block	BRCA1 expr up	p53 reactivation	NPC1 promoter act	RORgamma inh	VP16 counter	FLuc modulator
1. OC(CN1CCCCC1)Cn1c2ccccc2c2ccccc21 (stereo not drawn)
 : -2%	-12%	7%	-2%	13%	-28%	-5%	-6%	-43%	-8%	0%
2. Cc1ccc(NC(=O)c2cncc(Br)c2)cc1S(=O)(=O)N(C)C
 : -2%	-7%	?	?	-10%	93%	?	?	45%	12%	9.5µM*
3. COC(=O)c1ccc(NC(=O)Nc2ccccc2F)cc1
 : -3%	22%	0.45µM*	?	-3%	?	3%	0.4µM*	-16%	-20%	2.1µM*
4. COC(=O)[C@@H]1CC(O)CN1C(=O)C12CC3CC(CC(C3)C1)C2 (stereo partly drawn)
 : 8%	19%	-8%	0%	-1%	2%	0%	-3%	-3%	3%	-1%
5. Cc1cc(C)n(CC(O)Cn2c3ccc(Cl)cc3c3cc(Cl)ccc32)c(=O)n1 (stereo not drawn)
 : 3%	1%	-9%	-9%	-4%	-16%	-12%	-1%	2%	3%	2%
6. CCCCCCNS(=O)(=O)c1ccc(Cl)s1
 : 0%	-1%	0%	3%	-6%	5%	9%	0%	8%	-23%	0%
7. Cc1c(Br)c(=O)oc2c(C)c(O)ccc12
 : 2%	7%	-3%	1%	74%[activator]	-9%	-4%	-4%	5%	-17%	3%
8. O=C(COC(=O)c1ccc([N+](=O)[O-])s1)NCCc1ccccc1
 : -14%	.	-3%	-1%	.	6%	11%	1%	.	.	5%
9. COc1ccc(S(=O)(=O)Nc2nc3ccccc3nc2Nc2ccc3c(c2)OCO3)cc1
 : .	1%	1%	-1%	-6%	.	-7%	-2%	21%	0%	?
10. O=C(C1CCN(Cc2ccc(F)cc2)CC1)N(CCO)Cc1ccccc1
 : 1%	-7%	-6%	1%	9%	-7%	22%	-2%	-23%	-5%	-1%
11. CN(C)c1ccc(-c2noc(C3CCN(S(=O)(=O)c4cccc(C(=O)O)c4)CC3)n2)cc1
 : -6%	-24%	-1%	0%	1%	1%	1%	-2%	-12%	-2%	?
12. Cc1cc(C(=O)N2CCN(C/C=C/c3ccccc3)CC2)no1
 : .	-6%	-11%	4%	-2%	-16%	1%	0%	-2%	-9%	4%
13. CCN(CC)C(=O)Cn1cc(SCC(=O)NC2CCCC2)c2ccccc21
 : 0%	-1%	1%	?	-8%	-4%	0%	2%	-11%	-13%	-1%
14. O=C(NCCCN1CCOCC1)c1ccccc1N1C(=O)[C@@H]2Cc3c([nH]c4ccccc34)C(c3cccc(Cl)c3)N2C1=O (stereo partly drawn)
 : ?	25%	-3%	-8%	-3%	-23%	13%	-3%	24%	-22%	0%
15. Nn1c(COc2ccccc2F)nnc1SCC(=O)NC1CC1
 : -5%	.	-3%	0%	.	-10%	7%	-2%	.	.	-1%
16. NS(=O)(=O)c1cccc(NC(=O)COC(=O)CNC(=O)c2ccc(-c3ccccc3)cc2)c1
 : 0%	.	0%	-1%	.	16%	17%	5%	.	.	6.7µM*
17. O=C(COC(=O)/C=C/c1ccc(OC(F)F)cc1)NCCN1C(=O)CSC1=O
 : 2%	-6%	-3%	1%	11%	-3%	-1%	-10%	20%	-6%	5%
18. O=C(O)c1cccc(Cn2cc(Cl)cn2)c1
 : -3%	-6%	-2%	-1%	-22%	0%	-1%	2%	3%	-1%	-2%
19. Cc1cc(=O)n2ccccc2c1C#N
 : .	6%	-2%	-7%	?	2%	-5%	3%	-4%	-1%	-1%
20. COc1ccc(CCC(=O)NCCc2ccc(OC)c(OC)c2)cc1
 : 2%	3%	9%	-1%	-2%	-13%	-2%	-6%	?	3%	-1%
21. Cc1ccc(S(=O)(=O)Cc2ccc(C(=O)NCc3ccc4c(c3)OCO4)o2)cc1
 : .	-2%	-4%	-4%	-2%	-32%	-10%	-1%	-23%	?	1%
22. Clc1ccc(CN2C3=NCCCN3c3ccccc32)c(Cl)c1
 : -5%	-2%	-5%	-9%	-3%	-17%	-7%	-2%	-3%	-4%	0%
23. CCOc1cccc(SCc2noc(C(=O)NCC3CCCO3)c2C(=O)O)c1 (stereo not drawn)
 : 13%	-19%	4%	0%	-20%	-1%	-3%	-6%	9%	-3%	-15%
24. COc1ccc(C2C(C(=O)N3CCC(C(N)=O)CC3)CC(=O)N2c2ccc(OC)cc2)cc1 (stereo not drawn)
 : 3%	3%	-1%	23%	-8%	0%	8%	-5%	1%	0%	-1%
25. CC(=O)Nc1ccc(NC(=O)[C@@H]2CCCN2S(=O)(=O)c2ccc3c(c2)OCCO3)cc1
 : -8%	2%	0%	4%	-2%	-2%	-1%	-1%	3%	23%	4%
26. COC(=O)c1cc(Br)ccc1NC(=O)CCNC(=O)c1ccco1
 : 5%	26%	-2%	-1%	4%	-5%	-6%	1%	-3%	-9%	3%
27. Cc1cccc(NC(=O)c2cnn(-c3ccccc3)c2C)c1C
 : 4%	-2%	4µM*	?	2%	?	0%	2.8µM*	26%	3%	?
28. CCN(C(=O)c1cc2c(=O)n3ccccc3nc2n1C)C1CCCCC1
 : -12%	20%	19%	16%	?	50%	20%	27%	5%	-5%	-15%
29. CN(CC(=O)Nc1cccc(F)c1)C(=O)C1CC(=O)N(CCc2ccccc2)C1 (stereo not drawn)
 : -2%	.	0%	17%	.	-10%	?	-3%	.	.	6%
30. Cc1cc(C)c(C#N)c(SCCS(=O)(=O)Cc2ccc(Cl)cc2)n1
 : -9%	3%	6%	3%	6%	-16%	-12%	-5%	15%	-16%	-7%
31. CC1(C)CC(=O)C(C=Nc2ccc3cn[nH]c3c2)=C(O)C1
 : -9%	-8%	7%	0%	16%	-6%	4%	7%	22%	12%	?
32. COc1ccc(OC)c(NC(=O)c2cc(S(=O)(=O)N3CCCC3)cn2C)c1
 : 12%	.	4%	0%	-5%	-14%	.	2%	1%	-17%	4%
33. CCCCNC(=O)CCNS(=O)(=O)c1ccc(Br)cc1
 : -6%	-6%	3%	0%	-8%	0%	-6%	0%	?	-3%	0%
34. C/C(=N\NC(=O)CSCc1cccc(Br)c1)c1ccc([N+](=O)[O-])cc1
 : 2%	10%	5%	-3%	?	34%	-3%	4%	4%	2%	8%
35. COC(=O)C1(Cc2cc(-c3ccccc3)no2)CCN(C(=O)OC(C)(C)C)CC1
 : 3%	-2%	19%	9%	-8%	2%	15%	14%	-13%	-12%	?
36. O=C(COc1ccc(Br)cc1)N/N=C1/SCC(=O)N1Cc1ccccc1
 : -2%	-6%	0%	-1%	9%	-24%	28%	1%	?	-6%	-6%
37. CCN(C(=O)CN1CCN(S(=O)(=O)c2cc(Cl)ccc2Cl)CC1)c1c(N)n(Cc2ccccc2)c(=O)[nH]c1=O
 : -2%	2%	-8%	0%	-18%	26%	-6%	0%	-4%	1%	-1%
38. Cc1ccc(NC(=O)Cn2nnc(C(=O)NCc3ccco3)c2N)c(C)c1
 : 2%	50%[activator]	-1%	16%	0%	-1%	3%	1%	-22%	-9%	5%
39. CCOn1c(=O)c(-c2cccc(Br)c2)[n+]([O-])c2ccccc21
 : -2%	24%	-6%	1%	?	-30%	7%	-6%	33%	-6%	-2%
40. O=C(c1ccco1)N1CCN(CCOc2ccc(F)cc2)CC1
 : -11%	4%	-1%	-1%	-11%	-2%	0%	0%	19%	3%	-3%
41. COc1ccccc1C1CC(=O)NC(SCC(=O)Nc2ccccc2)=C1C#N (stereo not drawn)
 : 15%	11%	1%	-3%	-4%	?	-7%	0%	?	6%	-1%
42. O=C(Nc1ccc(N2CCCCC2)c(Cl)c1)c1cccnc1
 : -10%	5%	2.8µM*	?	-8%	86%	?	2.8µM*	?	3%	12µM*
43. CNC(=O)NC(=O)COC(=O)c1n[nH]c2ccccc12
 : 1%	0%	-1%	-1%	.	-1%	1%	1%	4%	3%	-3%
44. Cc1ccccc1Cn1ccc(NC(=O)c2cc3ncc(Br)cn3n2)n1
 : 3%	15%	-2%	0%	26%	10%	-5%	-2%	0%	3%	11µM*
45. COc1ccc(NC(=O)Nc2ccc(F)cc2)c(C)c1
 : -1%	-1%	-2%	3%	0%	23%	-1%	-2%	3%	-8%	0%

# Screening results: PubChem BioAssay, National Center for Advancing Translational Sciences (NCATS)
